Assay outcomes: PubChem BioAssay, several laboratories
HTR5A ag ctr: counter-screen for OPRM1-OPRD1 agonists: human HTR5A agonism. 0.61% of 340,000 active. HTR5A agonist assay, luminescence, cell-based. activation, % at 9.3 µM. P47898; in the data active = activation mostly above about 9.5%, no sharp cut-off; inactive = mostly below about 7.6%;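 note: 0% = cells with vehicle only and 100% = reference agonist; strong numbers were not always called active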
Target sequence (P47898 whole entry, looked up): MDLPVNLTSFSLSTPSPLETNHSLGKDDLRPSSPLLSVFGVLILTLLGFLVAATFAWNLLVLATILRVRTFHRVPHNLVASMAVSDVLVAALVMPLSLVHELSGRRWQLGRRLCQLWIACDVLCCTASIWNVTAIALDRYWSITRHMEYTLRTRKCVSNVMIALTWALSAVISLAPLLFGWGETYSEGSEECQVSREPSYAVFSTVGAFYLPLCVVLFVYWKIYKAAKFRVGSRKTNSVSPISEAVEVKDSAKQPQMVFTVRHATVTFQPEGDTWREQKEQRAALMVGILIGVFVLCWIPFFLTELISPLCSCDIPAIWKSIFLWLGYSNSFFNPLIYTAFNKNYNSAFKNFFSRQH
Keap1-Nrf2 PPI: Keap1-Nrf2 (human) interaction inhibition. Keap1 Kelch-Nrf2 peptide fluorescence polarization, 1536-well. inhibition, % at 9.4 µM. 0.15% of 340,000 active. AID 504523; in the data active = inhibition above about 12%;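 note: human Keap1 Kelch domain with fluorescein labeled Nrf2 9mer peptide probe; 0% = neutral control wells and 100% = peptide positive control; higher means more block of Keap1 binding to Nrf2 peptide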
Target sequence (Q14145 whole entry, looked up, the tested form may be a part): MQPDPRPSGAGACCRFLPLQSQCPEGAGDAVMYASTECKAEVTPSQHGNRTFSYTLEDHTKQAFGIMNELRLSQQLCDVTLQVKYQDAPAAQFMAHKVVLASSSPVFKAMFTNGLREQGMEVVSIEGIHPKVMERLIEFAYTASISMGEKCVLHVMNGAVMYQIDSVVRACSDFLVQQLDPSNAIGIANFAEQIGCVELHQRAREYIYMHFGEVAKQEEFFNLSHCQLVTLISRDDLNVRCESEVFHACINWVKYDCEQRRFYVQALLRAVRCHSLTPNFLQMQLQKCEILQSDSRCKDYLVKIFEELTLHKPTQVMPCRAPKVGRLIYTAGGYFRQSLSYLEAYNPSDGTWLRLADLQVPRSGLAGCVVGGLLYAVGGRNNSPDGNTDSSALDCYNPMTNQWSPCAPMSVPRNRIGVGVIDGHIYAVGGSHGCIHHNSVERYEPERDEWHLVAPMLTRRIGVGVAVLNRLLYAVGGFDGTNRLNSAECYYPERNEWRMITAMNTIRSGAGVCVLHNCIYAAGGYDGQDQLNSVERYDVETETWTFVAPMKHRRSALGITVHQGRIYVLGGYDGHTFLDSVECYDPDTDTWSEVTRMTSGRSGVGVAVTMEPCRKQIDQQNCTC
Cardiac RTF inh: cardiac RTF calcium desensitization. 0.12% of 340,000 active. IANBD-labeled cardiac RTF, Ca2+ fluorescence. inhibition, % at 7.15 µM;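 active = inhibition above the mean inhibition of all tested compounds plus 3 SD, cut at about 17% in these data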;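 note: assay run at fixed EC70 calcium of 1.6 mM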
CAL PDZ FP: blocks peptide binding to the human CAL PDZ domain; 0.92% of 300,000 active; AID 602252; Q9HD26; purified CAL PDZ, TMR-peptide fluorescence polarization, 1 h; inhibition, % at 24.9 µM;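 active = mean inhibition of at least 30% with at least half of replicates also reaching 30%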;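 note: 0% = DMSO neutral control and 100% = excess unlabeled competitor peptide PRC23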
V-ATPase pHluor: alters yeast V-ATPase proton transport. 0.37% of 350,000 active. S. cerevisiae, pHLuorin cytosolic pH fluorescence. AID 504577. response, % at 10 µM; in the data active = response mostly above about 7.3%, no sharp cut-off; inactive = mostly below about 5.4%; note: actives read high; inactives centre near 0; some compounds called inactive have numbers as strong as hits; reference of the scale not given here
HTR5A inv ctr: HTR5A inverse agonism, opioid heterodimer counter-screen; P47898; HTR5A cell line, luminescence; inhibition, % at 9.3 µM; 0.083% of 340,000 active; in the data active = inhibition mostly above about 23%, no sharp cut-off; inactive = mostly below about 18%;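 note: 0% = cells with DMSO and 100% = no-cell wells with DMSO; some compounds called inactive have numbers as strong as hits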
C-LANA FP: KSHV C-LANA DNA binding inhibition. MBP-C-LANA/FAM-LBS DNA binding, fluorescence polarization. inhibition, % at 9 µM. 0.078% of 340,000 active;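 active = highest replicate inhibition at or above 60% at 9 µM, even if other replicates fall short; inactive = all replicates below 60% inhibition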;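 note: 0% = neutral control wells and 100% = 4 µM acridine orange control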
cardiac RTF act: cardiac RTF calcium sensitization | IANBD-labeled TnC RTF fluorescence at EC20 calcium; 0% EC20 calcium, 100% full calcium | activation, % at 7.2 µM | 0.24% of 340,000 active | AID 493008;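 active = activation above the mean over all tested compounds plus 3 SD, cut at about 30% in these data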;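 note: rise in fluorescence read as greater calcium sensitivity of cardiac thin filaments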
MOR-DOR inv ag: inverse agonists of human mu-delta opioid receptor heterodimerization. P35372+P41143. cell-based MOR-DOR heterodimer luminescence, inverse agonism. inhibition, % at 9.3 µM. 0.21% of 340,000 active. AID 504357; in the data active = inhibition above about 22%, passing the limit was not always enough;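 note: 0% = cells with DMSO and 100% = wells without cells with DMSO; values of inactives mirror those of a sister screen read the other way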
MOR-DOR ag: agonists of human mu-delta opioid receptor heterodimerization | P35372+P41143 | cells, OPRM1-OPRD1 heterodimerization, luminescence | activation, % at 9.3 µM | 0.3% of 340,000 active; in the data active = activation above about 18%;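 note: 0% = vehicle-treated cells and 100% = reference agonist; values of inactives mirror those of a sister screen read the other way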
Active calls of the source: *; x = no result given.

Each structure is followed by: HTR5A ag ctr, Keap1-Nrf2 PPI, Cardiac RTF inh, CAL PDZ FP, V-ATPase pHluor, HTR5A inv ctr, C-LANA FP, cardiac RTF act, MOR-DOR inv ag, MOR-DOR ag
(1) O=C(Nc1nc(-c2ccccc2)cs1)c1cccs1
 : 3, 2, -4, -7, -3, -5, 0.7, -8, -21, 3.5
(2) COc1cccc(SCC(=O)N2CCN(c3ccccc3)CC2)c1
 : 5, 1, -2, x, 1, -11, 2.0, 6, 14, -2.6
(3) CCOC(=O)C1CCN(Cc2c(O)c3ccccc3oc2=O)CC1
 : -3, -5, -6, -3, 0, 8, -0.1, 8, 5, -0.6
(4) COC(=O)C(NC(=O)c1ccccc1Cl)(Nc1ncc(S(=O)(=O)c2ccc([N+](=O)[O-])cc2)s1)C(F)(F)F (stereo unspecified)
 : -4, -3, -3, -6, 1, 6, 1.2, 4, -34, 5.9
(5) COc1cc(NC(=S)Nc2ccc(S(=O)(=O)N3CCOCC3)cc2)cc(OC)c1OC
 : 2, -2, -1, -2, 0, -6, 0.6, 5, -2, 0.3
(6) CN(C)c1cccc(C(=O)Nc2ccc3nc4n(c(=O)c3c2)CCCCC4)c1
 : 2, 0, -7, 2, 3, -6, 1.8, -2, 11, -1.9
(7) COc1ccc(N2CCN(CCNC(=O)Nc3cc(Cl)ccc3OC)CC2)cc1
 : 0, -6, -8, 0, 1, -1, -1.6, -2, -10, 2.1
(8) O=C(CCCOc1ccc(Br)cc1)Nc1nnc(C2CC2)s1
 : -1, -5, 2, 0, 1, 1, -2.8, -1, -15, 3.7
(9) CC(=O)c1ccc(N2CCN(C(=O)c3ccc4[nH]c(C)c(C)c4c3)CC2)cc1
 : 5, 4, -11, -1, -3, -29, 0.5, -1, -4, 1.0
(10) CCOC(=O)c1[nH]c(C)c(C(=O)OCC(=O)NC(=O)NC(C)(C)C)c1C
 : 6, -3, -5, x, -1, -37, 0.0, -3, -74, 15
(11) C=CCNc1nc2c(c(=O)n(C)c(=O)n2C)n1Cc1ccc(F)cc1
 : 3, 2, -10, x, -4, -8, -0.5, -3, 4, -0.7
(12) Cc1c(O)c(=O)ccn1C
 : 7, 2, 8, -3, 1, 12, 2.7, -2, 8, -1.4
(13) Cc1cccc(C(C)n2nnc3ccccc32)c1O (stereo unspecified)
 : 5, -2, 9, 1, -3, -3, -0.5, -13, 11, -2.0
(14) COc1ccc(S(=O)(=O)NCC2CCCN(C(=O)CSC)C2)cc1 (stereo unspecified)
 : 1, -1, -8, -2, 1, -5, 1.3, -1, 2, -0.5
(15) O=C(NCc1ccco1)c1cc([N+](=O)[O-])ccc1Cl
 : -3, -2, 5, 1, -3, 7, -0.2, 1, 7, -1.5

Following part
Each structure is followed by: HTR5A ag ctr, Keap1-Nrf2 PPI, Cardiac RTF inh, CAL PDZ FP, V-ATPase pHluor, HTR5A inv ctr, C-LANA FP, cardiac RTF act, MOR-DOR inv ag, MOR-DOR ag
(16) O=C(Cn1cc(C(F)(F)F)ccc1=O)N/N=C/c1ccc(O)cc1
 : 5, -7, -11, -6, 8, -15, -5.4, 2, 8, -1.4
(17) Cc1ccc(/C=N/NC(=O)c2cc(C3CC3)nc3ccccc23)o1
 : -2, -2, 1, 3, 4, 9, -0.7, 1, 14, -2.7
(18) COc1cccc(/C=C2\SC(=S)N(NS(=O)(=O)c3ccccc3)C2=O)c1OC
 : -2, 2, -6, -2, -2, 8, 3.5, -5, 8, -1.5
(19) CS(=O)(=O)c1ccc(Cl)c(NC(=O)COC(=O)c2ccc(S(=O)(=O)N3CCCC3)cc2)c1
 : -2, -2, -6, -2, 1, 7, -0.4, 0, 11, -2.1
(20) Cc1cccc(-c2cc3nc(C)cc(NCCCn4ccnc4)n3n2)c1
 : 3, 6, -8, -2, -4, 1, -4.8, 5, -1, 0.2
(21) COc1cccc(CN(C)C(=O)CCNC(=O)c2ccco2)c1
 : 3, 1, 1, 2, 8, -11, -0.6, 1, 13, -3.4
(22) O=C(Nc1ccc(F)c(Cl)c1)N1CCCC1
 : 1, -3, -8, -1, -2, 2, 0.2, 11, 16, -3.4
(23) CCCCCCCCNC(=O)/C(C#N)=C/c1ccc2c(c1)OCCO2
 : 4, -3, -19, -2, 4, 19, 2.0, -7, -4, 0.5
(24) O=C(Nc1ccn(CCCN2CCN(c3ccccn3)CC2)c(=O)n1)OCc1ccccc1
 : -3, 4, -6, -4, 1, 11, 0.3, -6, 11, -2.3
(25) COc1cc(NC(=O)C/C(C)=N/NC(=O)C(OC)c2ccccc2)c(OC)cc1Cl (stereo unspecified)
 : 7, -3, 13, -4, -1, -23, 0.1, -3, 14, -2.6
(26) CSc1ccc(CN(C)CC(=O)Nc2ccccc2Br)cc1
 : 2, 3, 5, -1, 1, 17, 1.0, -6, -8, 1.7
(27) Cc1cccc2c1N(CCOc1ccccc1Cl)C(=O)C2=O
 : 0, 0, 2, -3, 11, 1, -0.1, 2, 34*, -5.7
(28) O=C(O)CCS(=O)(=O)c1ccc(-c2ccccc2)cc1
 : 6, 2, 2, -5, 2, 3, -1.2, 9, 8, -1.4
(29) COc1cc(NS(C)(=O)=O)c(OC)cc1NC(=O)c1ccccc1
 : -5, -2, 8, -4, -6, 14, 0.1, 0, -3, 0.5
(30) CC(C)CC1COC(=O)N1 (stereo unspecified)
 : 0, -1, 0, -2, -2, -14, -2.2, 3, 12, -2.5

Later entries.
Each structure is followed by: HTR5A ag ctr, Keap1-Nrf2 PPI, Cardiac RTF inh, CAL PDZ FP, V-ATPase pHluor, HTR5A inv ctr, C-LANA FP, cardiac RTF act, MOR-DOR inv ag, MOR-DOR ag
(31) Cc1ccc(S(=O)(=O)Nc2nc(C)cc(NN)n2)cc1
 : -1, -6, -8, -2, 3, 4, 0.6, 5, -29, 5.5
(32) COc1ccc(NC(=O)Cc2csc(NC(=O)Nc3ccccc3OC)n2)c(OC)c1
 : 6, 1, -21, -3, -2, 29, 0.3, -9, 1, -0.1
(33) CN(C)c1ccc(/C=C2\CCC/C(=C\c3ccccc3)C2=O)cc1
 : 1, 3, -87, x, -1, -11, 1.0, 84*, -1, 0.2
(34) COc1ccc(-n2c(C)cc(/C=C3\SC(=S)N(Cc4ccco4)C3=O)c2C)cc1
 : -2, -5, -27, -3, 3, 4, 2.7, 31*, 12, -2.3
(35) O=C(CNCc1ccccn1)N1CCc2ccccc2C1
 : 2, -1, 4, 1, 0, -6, 2.6, 3, 6, -1.1
(36) CC(C)C[C@H](NC(=O)c1[nH]cnc1C(=O)N[C@@H](Cc1ccccc1)C(=O)OC(C)(C)C)C(=O)OC(C)(C)C
 : -5, -9, 1, 14, 1, -5, 0.5, -2, 9, -1.6
(37) COc1ccc(N2CCN(c3oc(COc4ccc(Cl)cc4Cl)nc3C#N)CC2)cc1
 : 1, -10, -6, 1, -3, -12, -0.2, -5, -25, 4.3
(38) Cc1ccc(SCC(=O)NCCc2ccccc2)cc1
 : 1, -3, -12, x, -1, -26, -0.9, 4, 12, -2.4
(39) CC(C)(C)[C@@H]1C=C(C(N)=O)O[C@H](OCCCCO)C1
 : 6, -8, -12, 3, -1, -17, -1.3, -1, 11, -1.9
(40) CC(=O)NC1=C(NC2CCS(=O)(=O)C2)C(=O)c2ccccc2C1=O (stereo unspecified)
 : 2, 2, 0, -2, 6, 9, -1.0, -8, 3, -0.7
(41) OC(COCc1cccs1)CN1CCN(c2ccccc2Cl)CC1 (stereo unspecified)
 : -2, 8, 2, -3, 4, -1, -0.4, -1, -26, 4.7
(42) CCOc1ccc(-c2nc(-c3ccccc3)no2)cc1OCC
 : 1, -1, 2, x, 0, -4, 0.1, 3, -2, 0.3
(43) CC(C)NC(=O)[C@H]1N2C(=O)c3ccccc3C2SC1(C)C (stereo partly specified)
 : 3, 0, 3, -3, 3, -11, -1.2, 0, 16, -3.5
(44) NC(=O)C1CCN(c2nc(C3CC3)nc3c2nnn3Cc2ccccc2)CC1
 : -1, 1, 0, 0, 1, 26, -0.3, 5, 17, -3.4
(45) O=C(c1ccc(-c2cccc(C(F)(F)F)c2)o1)N1CCN(c2ccccc2O)CC1
 : 1, -1, -4, 0, 1, -8, -0.6, 0, -32, 4.6

(continued)
Each structure is followed by: HTR5A ag ctr, Keap1-Nrf2 PPI, Cardiac RTF inh, CAL PDZ FP, V-ATPase pHluor, HTR5A inv ctr, C-LANA FP, cardiac RTF act, MOR-DOR inv ag, MOR-DOR ag
(46) CC1CN(c2snnc2C=C2C(=O)OC(C)(C)OC2=O)CC(C)O1 (stereo unspecified)
 : -2, -9, -1, x, 1, 0, 0.8, 9, 12, -2.3
(47) Nc1ccc(C(=O)N2N=C(c3ccc(F)cc3)CC2(O)C(F)(F)F)cc1 (stereo unspecified)
 : -1, -3, 1, 0, -3, 2, 0.4, -1, -3, 0.6
(48) COc1cccc(-n2cnc3sc4c(c3c2=O)CCC4)c1
 : -3, 3, -9, -2, -3, 7, 0.4, -1, 17, -3.7
(49) CCSc1nnc(NC(=O)Cc2ccc(OC)c(S(=O)(=O)N3CCOCC3)c2)s1
 : 5, -4, -18, 39*, 7, -1, -0.2, 1, 19, -3.0
(50) CCC1(c2ccc(F)cc2)NC(=O)N(CC(=O)N2CCc3ccccc32)C1=O (stereo unspecified)
 : -2, -1, -7, -4, -1, 6, 0.8, 4, -2, 0.4
(51) c1ccc(Oc2cc(-c3ccccc3)nc(-c3ccccc3)n2)cc1
 : -10, -4, 3, -2, -4, 26, 0.1, 0, 2, -0.4
(52) Cc1cc(C)c(S(=O)(=O)N2CCC(C(=O)NCc3ccco3)CC2)c(C)c1
 : -2, -5, -9, -1, -3, 5, 1.5, 4, 1, -0.1
(53) COc1ccc(CNC(=O)Cc2csc(NC(=O)Nc3ccccc3OC)n2)cc1
 : -2, 1, 6, -5, -3, 4, -3.5, -14, 0, 0.0
(54) O=C(CNCc1cccs1)Nc1ccc(N2CCCCCC2)cc1
 : 4, -2, -2, -1, 3, 8, 0.7, 1, -1, 0.2
(55) Nc1nonc1-n1nnc(C(=O)N/N=C/c2cccnc2)c1CSC1=NCCS1
 : -2, -7, -1, x, 0, 1, 1.7, 7, 1, -0.2
(56) O=C1CC(N(C(=O)c2ccco2)c2cccc(Cl)c2)C(=O)N1c1cccc(Cl)c1 (stereo unspecified)
 : -5, -8, -6, -1, 1, -31, -1.5, 3, 3, -0.6
(57) COc1cc(C2/C(=C(\O)c3ccc4c(c3)OCCO4)C(=O)C(=O)N2Cc2ccco2)cc(OC)c1OC (stereo unspecified)
 : 3, -3, 1, 1, 3, -2, -1.6, 3, -3, 0.8
(58) O=C(Nc1cccc(S(=O)(=O)N2CCOCC2)c1)c1cnccn1
 : -1, -3, -14, x, 0, -22, -0.2, 8, 5, -1.0
(59) CCCCOC(=O)Nc1ccc(C(C)C)cc1
 : 8, 0, -3, x, -3, -27, 1.0, 0, -9, 1.6
(60) Cc1cc(Cl)ccc1N(CC(=O)NCc1ccccc1)S(C)(=O)=O
 : -3, 1, -9, -5, 2, 10, 0.6, -5, -5, 1.0
